OX1R antag-1 = antagonists of human orexin 1 receptor; O43613; CHO/OX1R cells, Fluo-8 calcium fluorescence, orexin A; AID 434989; 330,000 tested, 0.43% active; inhibition, % at 5 µM;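 active = inhibition above its plate's threshold, mean inhibition of all tested compounds on the plate plus 3 SD, cut at about 37% in these data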;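 also: 0% = orexin A challenge wells and 100% = SB-334867-A antagonist wells; not every result past the cut was called active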
Target sequence (O43613 whole entry, looked up): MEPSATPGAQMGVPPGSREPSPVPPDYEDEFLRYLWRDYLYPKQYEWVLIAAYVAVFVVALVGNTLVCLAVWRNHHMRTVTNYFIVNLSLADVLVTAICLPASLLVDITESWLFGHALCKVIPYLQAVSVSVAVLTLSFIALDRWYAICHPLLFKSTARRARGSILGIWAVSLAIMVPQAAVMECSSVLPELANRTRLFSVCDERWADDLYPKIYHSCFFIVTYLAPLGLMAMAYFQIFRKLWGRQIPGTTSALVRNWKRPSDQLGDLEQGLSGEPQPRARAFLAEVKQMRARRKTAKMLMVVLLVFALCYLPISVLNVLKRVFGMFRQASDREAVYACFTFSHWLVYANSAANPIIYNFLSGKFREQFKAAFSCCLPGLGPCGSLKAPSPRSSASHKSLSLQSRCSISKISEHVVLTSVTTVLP
OX1R antag-2 = antagonists of human orexin 1 receptor (OX1R) | 330,000 tested, 1.8% active | OX1R-expressing cells, FRET antagonist read-out | O43613 | inhibition, % at 6.6 µM | AID 485270; in the data active = inhibition mostly above about 38%, no sharp cut-off; inactive = mostly below about 40%;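 also: 0% = agonist challenge alone and 100% = reference antagonist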
Active calls of the source: *; & = joins results of further samples. An excerpt (hit frequency here may not be typical).

Every second line gives: OX1R antag-1	OX1R antag-2
- CC[N+]12CCC(CC1)C(=C(c1ccccc1)c1ccccc1)C2
 : -9	22
- CC(=O)OC1N=C(c2ccccc2Cl)c2cc(Br)ccc2N(C)C1=O (stereo unspecified)
 : -19	5
- CNC(=O)Oc1ccc2c(c1)C(=O)c1ccccc1CO2
 : 4	16
- CCC(=NCc1cccnc1)c1c(O)n(-c2ccc(C)cc2)c(=O)[nH]c1=O
 : -1	2
- C#CCOc1cc(C2C3=C(COC3=O)Nc3cc4c(cc32)OCO4)ccc1OC (stereo unspecified)
 : -22	-2
- CCC12CN3CCN(CC(C3)/C1=N\O)C2
 : -11	5
- Cc1nc2ccc(Cl)cc2c(=O)n1-c1ccccc1Cl
 : -28	7
- O=C(CCS(=O)(=O)c1ccc(Br)cc1)N1CCC2(CC1)OCCO2
 : -20	2
- c1ccc2c(CN3CCCCCC3)c[nH]c2c1
 : -17	7
- COc1c(C)cc(C(=O)C2CCCN(C3CCOCC3)C2)cc1C (stereo unspecified)
 : -29	3
- Cc1nn(Cc2ccccc2)c(C)c1C(=O)NC1CCCc2ccccc21 (stereo unspecified)
 : -11	27
- COc1ccccc1OP(=O)(Nc1cccnc1)Oc1ccccc1OC
 : -4	10
- CC1=C(C(=O)O)N2C(=O)C(NC(=O)CCCC(=O)O)C2SC1 (stereo unspecified)
 : -17	19
- C=CCn1cc(C=C2C(=O)NC(=O)NC2=O)c2ccccc21
 : -6	11
- Cc1ccc(C2C(S(C)(=O)=O)=C(O)C(=O)N2c2ccccc2)cc1 (stereo unspecified) (tested in a mixture with another compound)
 : -20	-7
- CN(C)C1(CNC(=O)Nc2ccc(Cl)c(Cl)c2)CCCCC1
 : -13	19
- O=C(c1cc(F)ccc1F)C1CCCN(Cc2cc(Cl)ccc2O)C1 (stereo unspecified)
 : -39	2
- CCOc1ccc(Cl)cc1CNCCc1ccc(F)cc1
 : -35	9
- COc1ccc(N2C(=O)NC(=O)/C(=C/c3ccc(N4CCOCC4)cc3)C2=O)cc1
 : 2	19
- O=c1[nH]c(=S)[nH]c(O)c1N=Nc1cccc(S(=O)(=O)N2CCOCC2)c1
 : -13	97*

Reformatted: 2 of the compounds above.
| SMILES | OX1R antag-1 | OX1R antag-2 |
| --- | --- | --- |
| Cc1nn(Cc2ccccc2)c(C)c1C(=O)NC1CCCc2ccccc21 (stereo unspecified) | -11 | 27 |
| COc1ccccc1OP(=O)(Nc1cccnc1)Oc1ccccc1OC | -4 | 10 |

4 structures from above, arranged by SMILES length, ascending.
Every second line gives: OX1R antag-1	OX1R antag-2
- COc1ccccc1OP(=O)(Nc1cccnc1)Oc1ccccc1OC
 : -4	10
- O=C(c1cc(F)ccc1F)C1CCCN(Cc2cc(Cl)ccc2O)C1 (stereo unspecified)
 : -39	2
- O=C(CCS(=O)(=O)c1ccc(Br)cc1)N1CCC2(CC1)OCCO2
 : -20	2
- C#CCOc1cc(C2C3=C(COC3=O)Nc3cc4c(cc32)OCO4)ccc1OC (stereo unspecified)
 : -22	-2

Other compounds follow.
Every second line gives: OX1R antag-1	OX1R antag-2
- O=C(c1cc2cc(F)ccc2[nH]1)N1CCC2(CC1)OCCO2
 : -14	12
- COC(=O)C1=C(c2ccc(F)cc2OCc2ccccc2)C[C@@H]2CC[C@H]1N2C(=O)NCc1ccc(C)cc1
 : 56*	22
- CCC[N+]12CCC(CC1)C(=C(c1ccccc1)c1ccccc1)C2
 : -9	10
- CC(C)NS(=O)(=O)c1ccc(OCC(=O)N2CCN(C)CC2)cc1
 : 3	6
- COC(=NC1CCCC1)C(O)c1c[nH]c2ccccc12 (stereo unspecified)
 : -6	21
- CN1C(=O)C(=Cc2ccc(Sc3ccccc3)o2)C(=O)N(C)C1=S
 : -8	20
- CN1C(=O)NC(=O)C2(Cc3ccccc3N3CCOCC32)C1=O (stereo unspecified)
 : 7	3
- CC(=O)Nc1ccccc1C(=O)OCc1ccc(F)cc1
 : -25	7
- O=C1CN=C(c2ccc(F)cc2)c2oc3ccccc3c2N1
 : -11	1
- C=C(CC1CC(O)[C@]2(C)OC3CC4OC5C[C@]6(C)O[C@]7(C)CCC8OC9C[C@]%10(C)OC%11C(C)=CC(=O)OC%11CC%10OC9C[C@@H](C)C8OC7CC6O[C@]5(C)C/C=C\C4OC3CC2O1)C(=O)O (stereo partly specified)
 : -12	17
- c1ccc2oc(N3CCNCC3)nc2c1
 : -18	22
- Fc1ccc(N2CCN(Cc3cc4c(cc3Br)OCO4)CC2)cc1
 : -28	2
- N/C(=N\[N+](=O)[O-])N1CCN(C(=O)Oc2ccccc2)CC1
 : 10	6
- Cc1cccc(N2C(=O)NC(=O)/C(=C\c3ccc4c(c3)CCCN4Cc3ccccc3)C2=O)c1
 : -19	28
- COc1ccc(-c2cc(=O)oc3c(C)c(OC(C)C(=O)N4C[C@H]5C[C@@H](C4)c4cccc(=O)n4C5)ccc23)cc1 (stereo partly specified)
 : -43	25
- O=C1NC(=O)N(CCC2=CCCCC2)C(=O)/C1=C\c1cccs1
 : -6	14
- CC(C)c1ccc(O)c(CN2CCN(c3ccccc3)CC2)c1
 : -27	21
- O=[N+]([O-])c1ccc2nc(N3CCNCC3)ccc2c1
 : -8	49
- C[C@@H]1CC[C@H]2[C@@H](C)C(=O)O[C@@H]3O[C@@]4(C)CC[C@@H]1[C@]32OO4
 : -15	1
- COc1cccc(CCNCc2cccc(C(F)(F)F)c2)c1
 : -6	19
- CCCCn1c(=O)c(C(=O)Nc2ccsc2C(=O)OC)c(O)c2ccccc21
 : -7	7
- O=C(c1ccc(Cl)cc1)C12CN3CN(CN(C3)C1)C2
 : -7	19
- CCCCN1CCC(O)(c2ccccc2)C(C(=O)c2ccccc2)C1 (stereo unspecified)
 : -12	3
- O=c1[nH]c(=O)n(Cc2ccc(F)cc2)c(O)c1C=NCCCn1ccnc1
 : 0	5
- CCCc1cc(=O)oc2cc(OCC(=O)N3CCC(C(=O)O)(c4ccccc4)CC3)ccc12
 : -13	20
- CC[N+](C)(CC)CCCCOc1ccc2c(c1)C(=O)c1cc(OCCCC[N+](C)(CC)CC)ccc1-2
 : -1	71*
- COC(=O)C1=C(c2ccccc2)C[C@@H]2CC[C@H]1N2C(=O)NCc1ccco1
 : -19	16
- Cc1cccc(OCC(=O)N2CCN(Cc3ccc4c(c3)OCO4)CC2)c1
 : -7	8
- COC(=O)C1=C(c2ccc(F)cc2OCc2ccccc2)C[C@@H]2CC[C@H]1N2C(=O)N1CCC(C)CC1
 : 7	-3
- Cc1cccc(N2C(=O)NC(=O)/C(=C/c3ccc(N4CCOCC4)cc3)C2=O)c1
 : -9	9
- CCc1ccc(OCCCN=C(C)c2c(O)n(C)c(=O)n(C)c2=O)cc1
 : -13	32
- C[C@]12CCC3C(CC[C@H]4C[C@@H](O)CC[C@]34C)[C@H]1CC[C@H]2O (stereo partly specified)
 : -14	10
- CN1C(=O)C(O)N=C(c2ccccc2)c2ccccc21 (stereo unspecified)
 : -12	-1
- Cc1cc(N(CCCl)CCCl)ccc1/C=N/N=C(\N)c1cnccn1
 : -8	20
- CC1CN(O)C2CCc3nonc3C12O (stereo unspecified)
 : 4	3
- O=C(CCC(=O)N1C[C@H]2C[C@@H](C1)c1cccc(=O)n1C2)NCc1ccc(F)cc1
 : -11	6
- O=C(CN1CCCCC1)c1ccccc1Cl
 : -10	5
- COC(=O)C1=C(c2cccc(Cl)c2)C[C@@H]2CC[C@H]1N2C(=O)N1CCCC1
 : -27	13
- C[C@@H]1C[C@H]2OC(=O)C3(CO3)[C@H]2[C@H](O)[C@]2(C)C(=O)C3OC3[C@@H]12 (stereo partly specified)
 : -23	10
- CCN1CCC2(CCNC2)C1 (stereo unspecified)
 : 6	9
- O=P1(Oc2ccccc2)OCCCS1 (stereo unspecified)
 : -3	15
- COc1cccc(NC2=NCCCS2)c1
 : -13	0
- Cc1c(C=O)c2ccccc2n1Cc1ccc([N+](=O)[O-])cc1
 : -18	13
- Cn1c(O)c(C=Nc2ccccc2-c2ccccc2)c(=O)n(C)c1=O
 : -10	5
- O=c1c2ccccc2nc(-c2ccc(Cl)cc2Cl)n1-c1nccs1
 : -29	9
- O=c1[nH]c(=O)n(C2CCCCC2)c(O)c1C1NCCc2ccccc21 (stereo unspecified)
 : -4	12
- CCCN1CCO[C@@H]2c3cc(O)ccc3OC[C@H]21
 : 3	18
- COc1ccc(P2(=O)Nc3ccccc3N2)cc1
 : -8	8
- Cc1ccc(-n2c(C)cc(/C=C3/C(=O)NC(=O)N(Cc4ccco4)C3=O)c2C)cc1
 : -11	10
- C=CCn1c(O)c(C(CC)=Nc2ccc(N(C)C)cc2)c(=O)[nH]c1=O
 : -7	13
- O=C(COC(=O)Cc1ccccc1)NC(=O)NC1CCCCC1
 : -15	12
- CN(CC#CCN1CCCC1)C(=O)c1cccc(Cl)c1
 : -10	20
- O=c1[nH]c(=O)n(CCC2=CCCCC2)c(O)c1C=NCCN1CCNCC1
 : -17	9
- Cc1ccc(-n2c(O)c(C=Nc3ccccc3N)c(=O)[nH]c2=O)cc1C
 : -15	34
- CCCCn1c(O)c(C(CC)=Nc2ccc(OCC)cc2)c(=O)[nH]c1=O
 : -23	9
- O=P(C(Cl)Cl)(N1CCOCC1)N1CCOCC1
 : -12	7
- c1ccc(CCNC2CCCCCC2)cc1
 : -26	6
- CCCN1CCC[C@@H]2Cc3[nH]ncc3C[C@H]21
 : -10	15
- CC(C)C[C@H]1C(=O)N2CCCC2[C@]2(O)O[C@](NC(=O)[C@@H]3C=C4c5cccc6[nH]cc(c56)CC4N(C)C3)(C(C)C)C(=O)N12 (stereo partly specified)
 : -5	17
- CCOc1ccc(N2C(=O)NC(=O)/C(=C\c3ccccc3[N+](=O)[O-])C2=O)cc1
 : -19	19

(continued)
Every second line gives: OX1R antag-1	OX1R antag-2
- Clc1ccc(C(Cl)(Cl)Cl)c(Cl)c1
 : -8	1
- O=C(NC(Cc1ccccc1)C(=O)N1CCC2(CC1)OCCO2)C1CCCCC1 (stereo unspecified)
 : -18	6
- CC(=O)N(C1=NCCCS1)c1ccc(Cl)cc1
 : -17	9
- C[n+]1c(-c2ccccc2)sc2ccccc21
 : -4	2
- COC(=O)CC1=C(C(=O)OC)C2(C(=O)N(C)c3ccccc32)C(C#N)=C(N)O1 (stereo unspecified)
 : -9	16
- CC(C)C(=O)N1CCN(CCN=Cc2c(O)n(C)c(=O)n(C)c2=O)CC1
 : 5	5
- CNc1ccc2nc3ccccc3[n+](C)c2c1
 : -8	94*
- O=c1[nH]c(=O)n(-c2cccc(Cl)c2)c(O)c1/C=N/c1ccccn1
 : -11	19
- CCOc1ccc(NC2=NCCCS2)cc1
 : -14	15
- COc1ccc(C(CC(=O)N2CCC3(CC2)OCCO3)NS(=O)(=O)c2ccc(C)cc2)cc1 (stereo unspecified)
 : -10	11
- CCCCn1nc(C)c(C(=O)O)c1Cl
 : -20	7
- Cc1ccnc(-n2c(-c3ccccc3)nc3ccccc3c2=O)c1
 : -16	2
- CC(=O)c1ccc(NC(=O)N2C[C@H]3C[C@@H](C2)c2cccc(=O)n2C3)cc1
 : 12	9
- COc1ccc(CCNCc2ccc(C)s2)cc1OC
 : -41	3
- COc1ccc(C(=O)C2CCCN(Cc3ccc(C)s3)C2)c(OC)c1 (stereo unspecified)
 : -39	6
- O=C(c1ccc2c(c1)OCO2)C1CCCN(Cc2ccc(F)c(F)c2)C1 (stereo unspecified)
 : -20	18
- COc1ccc(CN2CCN(C(=O)Cc3ccccc3)CC2)cc1Br
 : -17	-2
- CC(C)C[C@H]1C(=O)N2CCC[C@H]2[C@]2(O)O[C@](NC(=O)[C@@H]3C=C4c5cccc6[nH]cc(c56)C[C@H]4N(C)C3)(C(C)C)C(=O)N12
 : -14	23
- O=C(Cc1ccccc1)OCc1ccccc1
 : -16	3
- CC(C)(C)c1ccc(CN2C(=O)CN=C(c3ccccc3)c3ccccc32)cc1
 : 22	-6
- Cn1cccc1/C=C1\C(=O)NC(=O)N(Cc2ccccc2)C1=O
 : -11	29
- Cc1ccccc1-c1nc2ccccc2c(=O)n1C
 : -16	4
- S=C=Nc1ccccn1
 : 6	-6
- CN(C)[C@@H]1C(=O)C(C(N)=O)=C(O)[C@@]2(O)C(=O)C3=C(O)c4c(O)cccc4[C@@](C)(O)[C@H]3[C@H](O)[C@@H]12
 : 14&6&5	16&24&13
- CC(=O)OC1(c2ccccc2)CC(C(C)(C)C)CN(C(C)(C)C)C1 (stereo unspecified)
 : -18	17
- CC(=O)c1cc(C(C)=O)c(C)[n+](C)c1C
 : -16	5
- COc1cccc(-c2cc(C(F)(F)F)n3nc(C(=O)N4CCC5(CC4)OCCO5)cc3n2)c1
 : -29	13
- Cc1cc(/C=C2\C(=O)NC(=O)N(Cc3ccco3)C2=O)c(C)n1-c1ccc(O)cc1
 : -15	26
- CCOC(=O)C1(CCOc2ccccc2)CCN(Cc2ccc(C)s2)CC1
 : 7	16
- CN1CC[C@@]2(C)c3cc(O)ccc3N(C)C2O1 (stereo partly specified)
 : 3	60*
- CCOC(=O)C1(Cc2ccc(Cl)cc2)CCN(C(C)CCn2cccn2)CC1 (stereo unspecified)
 : -11	4
- Cc1nn(Cc2ccccc2)c(Cl)c1C(=O)Nc1ccc(OC(F)(F)F)cc1
 : -11	6
- N/C(=N\[N+](=O)[O-])N/N=C/c1ccc(O)cc1
 : -8	10
- C[C@]12C[C@H](O)[C@@H](O)CC1=CCC1C2CC[C@@]2(C)C1CC[C@@H]2O (stereo partly specified)
 : -2	7
- Fc1ccc(CNCCc2ccc3c(c2)OCO3)cc1
 : -6	11
- Nc1ccccc1C(=O)c1ccccc1
 : 9	6
- CCN1CCN(C(=O)COc2ccc3oc4c(c3c2)CCCC4)CC1
 : -46	2
- O=c1[nH]c(O)c(C=NCCc2ccccc2)c(=O)[nH]1
 : -15	6
- COc1cc(/C=C2\C(=O)NC(=O)N(c3ccccc3)C2=O)cc(OC)c1O
 : -8	14
- O=C(N/N=C/c1c(O)n(C2CCCCC2)c(=S)[nH]c1=O)c1ccccc1
 : -23	5
- Nc1nonc1C(=O)N/N=C/c1ccc([N+](=O)[O-])o1
 : -6	75*
- COc1cc2c(c(OC)c1OC)-c1ccc(O)c(=O)cc1[C@@H](N)CC2
 : -13	13

Assay outcomes (PubChem BioAssay)
